Screens deposited in PubChem by several laboratories.
ABHD5-PLIN5 inh = ABHD5-PLIN5 protein interaction inhibition; Q00G26+Q8WTS1; Split G. princeps luciferase complementation, luminescence, 4 h; inhibition, % at 4 µM; 360,000 compounds, 0.78% hits;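 active = inhibition above the mean inhibition across every tested compound plus 3 SD, cut at about 22% in these data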;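 also: 0% = DMSO only wells and the 100% control is not disclosed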
Target sequence (Q00G26 whole entry, looked up): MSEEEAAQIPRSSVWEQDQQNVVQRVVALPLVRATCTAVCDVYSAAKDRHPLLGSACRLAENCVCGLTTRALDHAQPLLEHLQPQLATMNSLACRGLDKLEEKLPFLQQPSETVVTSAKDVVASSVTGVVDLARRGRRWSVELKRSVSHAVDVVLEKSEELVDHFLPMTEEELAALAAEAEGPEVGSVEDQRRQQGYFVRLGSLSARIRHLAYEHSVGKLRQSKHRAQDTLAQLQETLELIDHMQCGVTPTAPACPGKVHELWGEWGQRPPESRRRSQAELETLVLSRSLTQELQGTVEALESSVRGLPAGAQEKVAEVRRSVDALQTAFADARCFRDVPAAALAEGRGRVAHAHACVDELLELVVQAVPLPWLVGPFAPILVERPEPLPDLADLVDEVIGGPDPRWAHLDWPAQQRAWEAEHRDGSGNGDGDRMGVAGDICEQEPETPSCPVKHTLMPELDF
Target sequence (Q8WTS1 whole entry, looked up): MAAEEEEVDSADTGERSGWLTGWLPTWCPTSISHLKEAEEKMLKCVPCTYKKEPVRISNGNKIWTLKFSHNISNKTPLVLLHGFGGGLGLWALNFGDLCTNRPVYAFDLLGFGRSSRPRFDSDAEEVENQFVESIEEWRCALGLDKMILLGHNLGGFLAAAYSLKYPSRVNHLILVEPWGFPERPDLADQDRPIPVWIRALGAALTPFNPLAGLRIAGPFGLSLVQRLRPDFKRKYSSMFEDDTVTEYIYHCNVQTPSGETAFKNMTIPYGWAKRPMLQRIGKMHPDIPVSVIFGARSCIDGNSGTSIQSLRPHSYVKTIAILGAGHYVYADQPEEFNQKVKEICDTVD
aDG glyco act = increases alpha dystroglycan glycosylation. 360,000 compounds, 0.22% hits. Pro5-aDG cells, alpha-DG glycosylation AlphaScreen (IIH6); 0% Pro5, 100% B10-LARGE cell signal. AID 624168. activation, % at 10 µM;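 active = activation of at least 8% versus controls, or a plate z-score of at least 8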;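 also: Pro5 are CHO cells carrying HIG-tagged alpha-DG that lacks glycosylation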
MC4R antag cAMP = human MC4R antagonism in cAMP assay; inhibition, % at 6.5 µM; 360,000 compounds, 0.48% hits; MC4R-expressing cells, MTII-stimulated cAMP, LANCE TR-FRET; P32245;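 active = inhibition above its plate's cutoff, the mean of tested wells on that plate plus 3 SD, cut at about 29% in these data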;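 also: 0% = Melanotan II alone and 100% = Melanotan II plus saturating MCL0020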
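Test system: U2OS cells stably expressing human melanocortin 4 receptor (MC4R); also added: Melanotan II challenge; compound: 6.5 µM single dose; timing: 30-min compound preincubation, 1-h Melanotan II challenge, 1-h detection, room temperature; signal: Eu-cAMP/anti-cAMP TR-FRET, emission 671 nm; repeats: one well per compound, no replicates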
ABCB6 inh MLPCN = human ABCB6 transporter inhibition; Q9NP58; K562-ABCB6 porphyrin accumulation, flow cytometry, 1 h; hits give low values; fluorescence ratio to DMSO, % at 10 µM; 360,000 compounds, 0.19% hits; AID 602162;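 active = fluorescence ratio to DMSO below 75%, the collection mean minus 3 SD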;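 also: signal is porphyrin accumulated inside mitochondria; 100% equals median channel fluorescence of DMSO control wells; lower ratio means ABCB6 inhibition with less porphyrin fluorescence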
iPSC survival up = increases survival of single human iPS cells; survival enhancement, % at 20 µM; hiPSC single-cell survival, ATPlite luminescence; 100% = ROCK inhibitor wells, 0% = DMSO; AID 602274; 360,000 compounds, 0.044% hits; in the data active = survival enhancement above about 18%;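 also: cells exposed to compounds for 16 hours before the ATP read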
MC4R ag barr = activates human MC4R beta-arrestin recruitment. U2OS MC4R beta-arrestin complementation, luminescence; percent of melanotan II response, DMSO zero. P32245. activation, % at 8.9 µM. 360,000 compounds, 0.98% hits;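 active = activation above a per-plate cutoff, the mean activation of sample wells on that plate plus 3 SD, cut at about 8% in these data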
Granule exo inh = lytic granule exocytosis inhibition; inhibition, % at 10 µM; TALL-104 LAMP-1 surface exposure, flow cytometry; cells stimulated with thapsigargin and PMA; AID 651702; 360,000 compounds, 0.66% hits;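 active = inhibition above about 55%, limit read from the data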
N-glyco inh = N-linked glycosylation inhibition; AID 588692; D54 ERlucT glycosylation luciferase reporter, 24 h; percent of 100 nM tunicamycin response; reporter increase, % at 12.5 µM; 360,000 compounds, 0.23% hits;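 active = mean luciferase reporter signal, scaled so untreated is 0 and the glycosylation-blocking control 100, at or above a set limit in every replicate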;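 also: luciferase carries N-glycosylation sites so blocking glycosylation raises the light; 0% = median of neutral control wells and 100% = median of 100 nM tunicamycin wells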
HTR2A ag = mouse HTR2A agonism via beta-arrestin recruitment; 360,000 compounds, 0.66% hits; activation, % at 7.6 µM; AID 624169; CHO-K1 mHTR2A beta-arrestin complementation, luminescence; percent of 30 µM serotonin response;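 active = activation above a run cutoff, the mean activation of all tested compounds plus 3 SD, cut at about 14% in these data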;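 also: 0% = plate median of compound wells and 100% = 30 µM serotonin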
Cardio protect = protects H9c2 cardiomyocytes from peroxide injury. 360,000 compounds, 0.63% hits. protection from H2O2 cell death, % at 20 µM. H2O2 injury protection, ATPLite, 2 h. AID 588492;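 active = compounds giving at least 50% protection of heart cells from peroxide-induced death in the single-dose screen, raw or plate-pattern-corrected value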;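 also: 0% = DMSO wells with peroxide and 100% = DMSO wells without peroxide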
Starred values were filed as active, the others as inactive; x = no result given.

Preview (2 entries):
SMILES	ABHD5-PLIN5 inh	aDG glyco act	MC4R antag cAMP	ABCB6 inh MLPCN	iPSC survival up	MC4R ag barr	Granule exo inh	N-glyco inh	HTR2A ag	Cardio protect
CCc1nnc(NC(=O)CSc2nnc(-c3ccc(NS(=O)(=O)c4ccccc4)cc3)o2)s1	-4	-0.3	15	96	2.0	0.8	-5	0	3	4
CCNC(=O)CN(C1CCCCC1)S(=O)(=O)c1ccc(F)cc1	-5	-0.1	6	95	0.5	-1.1	-2	1	-2	-3

The whole of this part, from the first entry:
SMILES	ABHD5-PLIN5 inh	aDG glyco act	MC4R antag cAMP	ABCB6 inh MLPCN	iPSC survival up	MC4R ag barr	Granule exo inh	N-glyco inh	HTR2A ag	Cardio protect
CCc1nnc(NC(=O)CSc2nnc(-c3ccc(NS(=O)(=O)c4ccccc4)cc3)o2)s1	-4	-0.3	15	96	2.0	0.8	-5	0	3	4
CCNC(=O)CN(C1CCCCC1)S(=O)(=O)c1ccc(F)cc1	-5	-0.1	6	95	0.5	-1.1	-2	1	-2	-3
CC(C)(C)c1nc2c(s1)CCc1onc(-c3ccc(Br)cc3)c1-2	-2	-0.2	-4	100	2.2	-0.7	1	-4	-10	8
CN(C)S(=O)(=O)c1cccc(NC(=O)CN2C(=O)NC(CCc3ccccc3)C2=O)c1 (stereo not drawn)	-13	0.1	0	98	-0.6	1.4	9	3	-2	-1
Cc1cc(C)c(CSc2ncnc3nc[nH]c23)c(C)c1	-5	-0.1	16	99	1.4	-1.7	-2	3	2	2
Cc1ccc(C(=O)/C=C/Nc2ccc3c(c2)OCO3)cc1	-2	0.2	5	96	-3.6	12*	1	-13	-1	-29
CCOC(=O)C1=C(C)N(CCCCCC(=O)O)C(=O)NC1c1ccccc1OS(=O)(=O)c1ccc(C)cc1 (stereo not drawn)	-2	0.0	7	102	-0.6	-0.1	0	1	3	18
C[C@H]1CN([C@@H](C)CO)C(=O)CCCn2cc(nn2)CO[C@@H]1CN(C)C(=O)C1CCCCC1	1	0.1	-1	99	-1.3	-0.7	-4	2	2	3
CCc1nn2cc(C(=O)c3cc(Cl)ccc3O)cnc2c1-c1ccc(F)cc1	-2	-0.2	5	108	0.6	-0.9	27	-1	-4	-28
Cn1c(=O)n(C/C=C/c2ccccc2)c(=O)c2c1nc1n2CCCN1c1ccc(F)cc1	-4	-0.7	8	99	0.8	-2.1	5	-1	-1	2
Cc1cc2nc(=O)c(/C=C3\C=Nc4ccccc43)c(N)n2o1	2	0.0	-3	98	0.0	5.1	1	0	0	-2
COc1ccc(S(=O)(=O)n2nc(-n3c(C)ccc3C)c3c(F)cccc32)cc1OC	6	-0.2	2	91	0.6	-0.9	-4	-4	-5	-5
COc1cccc(NC(=O)CN(C)C(=O)c2cc(Cl)nc3ccccc23)c1	-1	-0.3	0	101	7.3	1.0	4	3	6	12
O=C(c1ccc([N+](=O)[O-])o1)N1CCCCCC1	-1	0.7	-2	89	0.1	-0.9	5	2	1	8
O=C(NCCc1ccccc1)C1CCN(S(=O)(=O)c2cccnc2)CC1	-9	0.2	4	103	-0.3	-1.7	17	-1	-6	6
Cc1cc(C)n(-c2cc(Cl)cc(Cl)c2)c(=O)c1C#N	-3	-0.2	-1	101	2.5	-2.3	3	0	4	7
COc1ccc(S(=O)(=O)N2CCC[C@H]2C(=O)N2CCC[C@H]2C(=O)N(C)Cc2ccccc2)cc1C	-5	-0.1	x	95	-0.2	x	4	x	-3	x
COC(=O)[C@@H]1C[C@@]2(O)[C@@H](O)[C@@H](O)[C@@H](O)C[C@H]2N1Cc1ccc(C)s1	-7	0.3	-1	99	0.4	-1.5	0	2	2	6
CCN(C(=O)COC(=O)c1ccc(-n2c(C)ccc2C)cc1)c1c(N)n(Cc2ccccc2)c(=O)[nH]c1=O	8	-0.2	5	100	-1.7	-1.3	3	7	2	7
Cc1ccccc1NC(=O)C1CCCN(S(=O)(=O)c2cccc3cccnc23)C1 (stereo not drawn)	-11	-0.2	6	100	0.4	-0.3	0	1	4	-7
CN(C)C(CNC(=O)NC1CCCCC1)c1cccnc1 (stereo not drawn)	1	3.8	5	95	1.5	-3.0	-1	1	-2	-1
Cc1ccccc1-n1c(-c2ccc(=O)[nH]n2)n[nH]c1=S	1	-0.1	16	91	0.0	-3.8	3	2	0	0
Cc1[nH]c2ccccc2c1/C=N/NC(=O)c1cccc(Br)c1	-8	-0.2	-3	102	-0.2	-0.6	-13	-1	-8	9
COc1ccc(C(=O)N2CCC(O)(c3ccc(F)cc3)CC2)cc1OC	3	-0.1	1	102	1.1	0.8	-3	-3	7	2
Cc1noc(C)c1COC(=O)CCc1ccc(S(=O)(=O)N2CCCCC2)cc1	3	-0.4	4	95	-1.4	-0.5	-1	1	0	-14
COc1ccccc1-c1sc2cc3c(cc2c1-c1ccc(OCCN2CCCCC2)cc1)OCO3	17	4.2	3	95	-1.5	3.0	-18	-5	-13	-35
Cc1cc(NC(=O)CSCC(=O)N(C)Cc2ccc(Cl)c(Cl)c2)no1	-5	-0.2	-5	94	-0.4	-1.1	-1	0	-1	1
CC(C)C(=O)N1CCCC1(C)C(=O)NCc1ccccn1 (stereo not drawn)	5	0.2	5	91	-2.5	-0.8	-7	2	-1	3
O=C(O)C1CSC2(c3ccc(F)cc3)CCC(=O)N12 (stereo not drawn)	-2	0.0	-3	100	0.8	-0.9	-1	4	2	4
Cc1cc(C)n(C(N)=NC(=O)c2ccc([N+](=O)[O-])cc2)n1	6	0.1	11	104	2.6	-0.2	20	1	10	-3
CCc1nc(N2CCN(Cc3ccc4c(c3)OCO4)CC2)c2oc3ccccc3c2n1	-4	-0.1	-5	99	-1.2	-3.1	9	13	-6	-9
S=C(NCCc1ccccc1)N1CCN(C23CC4CC(CC(C4)C2)C3)CC1	0	0.5	4	95	-0.4	-0.6	7	1	-11	1
CN1OC[C@@H]2CN[C@H](c3cccc(-c4ccccc4)c3)C[C@@H]21	-1	-0.3	-1	102	-0.4	0.5	3	0	-5	5
CC/C(=N\NC(=O)CSCc1ccccc1Cl)c1ccc2c(c1)OCCO2	-5	0.4	5	104	-1.2	2.9	-11	-2	2	-7
CCN(CC)c1ccc(C(=O)NNC(=O)Cn2c(=O)cnc3ccccc32)cc1	8	-0.2	0	103	-0.6	0.7	0	3	0	-4
Cc1nn(-c2ccccc2)c(N)c1C1(O)C(=O)Nc2ccccc21 (stereo not drawn)	6	0.1	23	100	-0.2	0.5	-3	0	3	-1
COc1cc(-c2nnc(COC(=O)c3cc(C)no3)o2)cc(OC)c1OC	13	0.1	11	97	0.9	-2.5	6	4	-6	2
CCc1cccc(NC(=O)COC(=O)c2c(C)nn(-c3ccccc3)c2C)c1	5	0.0	-1	97	-1.5	0.1	-8	0	6	-7
CCN(C1CCCCC1)S(=O)(=O)CCNC(=O)c1ccccc1	4	0.4	6	98	-0.3	-2.4	-4	0	-1	6
Cc1cccc(C)c1NC(=O)C(c1ccccc1)n1c(-c2ccccc2)nc2ccccc21 (stereo not drawn)	-1	0.2	x	x	x	x	1	x	-1	x
CC1CN(S(=O)(=O)c2ccc(F)cc2)CN1C(=O)N1CCOCC1 (stereo not drawn)	9	-0.2	-2	99	-0.1	-0.8	5	0	2	1
COC(=O)Cc1cc(=O)n(-c2ccccc2)[nH]1	-1	-0.2	1	102	-1.1	1.1	-1	3	11	-4
CCN(CC)S(=O)(=O)c1ccc(OC)c(NC(=O)Cc2cccs2)c1	0	-0.2	27	103	-0.8	-0.3	-5	0	-7	9
COc1cccc(-c2noc(C3CCCN(C(=O)CC(C)(C)C)C3)n2)c1 (stereo not drawn)	-2	0.3	2	100	-1.2	-1.4	0	-1	-1	-12
CCC(=O)c1cn(CC(=O)Nc2cccc(C)c2C)c2ccccc12	3	0.1	2	95	-0.3	1.1	-9	1	4	-4
CC(C)(C)n1nc2c(c1NC(=O)c1cc3ccccc3o1)CS(=O)(=O)C2	5	-0.4	3	92	1.0	-1.8	-3	-2	2	-5
COc1ccccc1CN1CCN(Cc2nc(-c3cccs3)no2)CC1	-6	0.0	2	102	-0.4	-0.3	-2	0	-4	4
CCC1CCCCN1C(=O)c1sc2ncnc(N(CC)CC)c2c1C (stereo not drawn)	0	-0.3	14	101	1.8	-0.1	-4	2	0	1
O=C(Cc1ccccc1[N+](=O)[O-])Nc1ccc2c(c1)OCCO2	-2	-0.2	4	89	-2.2	-2.3	-1	-2	0	4
COCC1CCCN(Cc2cn(-c3ccccc3F)nc2-c2cc(C)sc2C)C1 (stereo not drawn)	-1	-0.1	9	100	-0.4	4.8	3	-3	-4	-3
CC1(C)OC(=O)C=C(CC2NS(=O)(=O)OC3CCCCC23)O1 (stereo not drawn)	-5	-0.2	0	97	-1.3	0.2	-6	4	3	9
Nc1ncnc2c1ncn2[C@@H]1O[C@H](CNC(=O)[C@@H](N)CO)[C@@H](O)[C@H]1O	-6	-0.2	3	99	3.7	-0.4	-10	1	-2	2
CC(O)[C@H]1CNC(=O)C(=O)N1CCC12CC3CC(CC(C3)C1)C2 (stereo partly drawn)	-1	-0.3	-3	102	-4.2	-3.2	-15	2	4	6
CC(C)CC(=O)Nc1ccc(Oc2ccc3c(c2)C(=O)NC3=O)cc1	0	-0.1	2	94	0.0	-2.4	-5	-2	-6	-5
COc1cccc(/C=N/n2c(=S)n(C)c3ccccc32)c1OC	5	-0.1	10	104	-2.9	0.4	1	1	2	-6
COCCNC(=O)c1cc(-c2ccccc2)n(CC2CC(c3ccc(OC)cc3)=NO2)n1 (stereo not drawn)	0	0.3	14	101	3.9	0.4	-4	0	-1	10
Cc1oc(-c2nc3ccccc3n2C)cc1C(=O)c1ccccc1	0	0.2	23	85	-1.7	-1.4	1	-16	-2	-37
CN1C=CC(=O)[C@@H](OC(=O)Nc2ccc(Br)cc2)[C@H]1c1ccccc1Br	-2	-0.3	9	98	-1.1	-0.5	-6	4	-6	3
Cc1ccc(C(CNS(=O)(=O)c2ccc(C)cc2)N2CCN(C)CC2)cc1 (stereo not drawn)	-6	0.6	0	98	1.5	-4.1	1	-1	-13	2
OCC#CCSc1nnc(-c2cccc3ccccc23)o1	9	0.0	7	98	-2.8	-0.7	-4	0	12	2
Next entries follow:
SMILES	ABHD5-PLIN5 inh	aDG glyco act	MC4R antag cAMP	ABCB6 inh MLPCN	iPSC survival up	MC4R ag barr	Granule exo inh	N-glyco inh	HTR2A ag	Cardio protect
CC(=O)Oc1ccc(-c2csc(Nc3ccc(S(N)(=O)=O)cc3)n2)cc1	4	-0.2	0	93	-0.4	-2.8	7	8	0	21
O=C(O)C1CC(=O)N(c2ccc3c(c2)OCCO3)C1 (stereo not drawn)	-3	0.0	-5	89	-0.4	-0.7	3	0	-3	0
CC(=O)N1CCC(N(CCCOC(C)C)S(=O)(=O)c2ccc([N+](=O)[O-])cc2)CC1	-2	0.0	9	95	0.5	-0.2	-6	4	-2	-3
COc1ccc(CCn2cc(C#N)c(=O)[nH]c2=O)cc1OC	2	-0.2	11	99	-1.1	-2.2	0	1	-2	-4
Cc1sc2ncnc(N3CCC(C(=O)Nc4ccc(Br)cc4Br)CC3)c2c1C	4	0.4	13	98	0.7	-0.3	12	1	-4	-13
